CXXC DNA block = qHTS Fluorescence Polarization Assay for Inhibitors of MLL CXXC domain - DNA interaction. MLL-CXXC / FITC-HOXA9 DNA fluorescence polarization. Potency, µM (titrated, usually from 115 µM), without a hit: at the top dose activity change, negative = inhibition, most hits filed as inhibitors. 0.037% of 290,000 active; active = well fitted inhibition curve with a large enough effect in the polarisation, with a control signal flat, not every such curve was filed as active; inconclusive = small, poorly fitted or top-dose-only effect, or effect the other way, or a change in a side signal; inactive = no such curve, though single readings can be large or run the other way; the % refers to the polarisation; also: potency is read from the fitted curve at half-maximal effect
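Fluorescence polarization: 7 uM MLL-CXXC (stock) preincubated 5 min with compounds, then 50 nM fluorescein-HOX-A9 DNA (stock) added; 30 min ambient. Buffer 50 mM Tris-HCl pH 7.5, 50 mM NaCl, 1 mM DTT, 0.05% BSA.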
a7 integrin act = qHTS for Activators of Integrin-Mediated Alleviation for Muscular Dystrophy. alpha7betagal myoblasts, beta-gal FDG fluorescence, 48 h. Potency, µM (series often up to 38.3 µM), for inactives: at the top dose activation, most hits filed as activators. 0.064% of 350,000 active. AID 624291, 2012;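 also: potency is read from the fitted curve at half-maximal effect; 100% = response of the positive control SU9516; nearly all actives have a fitted effect of over 60% in size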
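Alpha7betagal+/- myoblasts (passage 13) were plated 16-24 hr, then exposed to compounds (1:260 dilution of DMSO stock) for 48 hours at 37C. After MPER lysis, β-galactosidase reporter activity was read as FDG fluorescence (ex 480/em 540) after 30 minutes.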
GALK inhibitor = qHTS Assay for Inhibitors of Human Galactokinase (GALK); 0.007% of 270,000 active; P51570; Potency, µM (series often up to 57.5 µM), for inactives: top-dose activity change, negative = inhibition, hits mostly inhibitors; Purified GALK, Kinase-Glo residual ATP luminescence; also: potency is read from the fitted curve at half-maximal effect; % is scaled to controls: 0 for no effect and ±100 for the full control effect
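ATP-depletion format; final 35 uM ATP, 100 uM D-galactose, 5 nM enzyme; pH 8.0 HEPES/Mg2+ buffer; 60 min RT; luminescence read 10 min after detection reagent.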
KCNH2 3.1 block = qHTS for Inhibitors of KCHN2 3.1: Mutant qHTS. Potassium voltage-gated channel subfamily H member 2, brain isoform KCNH2 3.1 (human). activity change, % (tested at about 1.8 µM). 0.95% of 340,000 active. AID 720553, 2013. U2OS KCNH2 3.1, thallium flux FluxOr; active compounds read low;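 active = maximum activity change below -70%; inconclusive = maximum activity change from -70% to -50%; inactive = maximum activity change above -50%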;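 also: thallium influx rate constant from kinetic fluorescence after stimulation buffer; % is scaled to controls: 0 for no effect and ±100 for the full control effect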
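Virally transduced U2OS (3.1 isoform, 4 h infection in dark at RT) → overnight 37 C → FluxOr + Red40 in HBSS/HEPES, 45 min → stimulation buffer, 2 min kinetic read → rate constant vs DMSO controls.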
A-T KAP1 phos = qHTS Assay for Identifying a Potential Treatment of Ataxia-Telangiectasia; […] A-T fibroblasts, KAP-1 phosphorylation AlphaLISA; neocarzinostatin DNA damage 30 min before lysis; Potency, µM (series often up to 57.5 µM), inactives show at the highest dose activation, hits mostly activators; 0.19% of 320,000 active; also: potency is read from the fitted curve at half-maximal effect; % of control where 0% means no effect; nearly all actives have a fitted effect of over 45% in size
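hTERT-immortalized A-T patient fibroblasts ([…]), 500 cells/well in OPTI-MEM, 1% FBS, got compounds for 60 min, then NCS for 30 min at 37C. Lysates were then assayed for phospho-KAP-1 by AlphaLISA (anti-pKAP1 donor, anti-KAP1 acceptor beads), 6 hr at 25C.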
MBNL1 CUG block = qHTS Assay for Inhibitors of MBNL1-poly(CUG) RNA binding. 0.036% of 280,000 active. Potency, µM (titrated, usually from 57.5 µM), for the others: at the highest dose activity change, negative = inhibition, actives largely listed as inhibitors. TR-FRET MBNL1-His/biotin-(CUG)12 binding, 665/545 ratio. Muscleblind-like protein 1 (Homo sapiens), Q9NR56. AID 2675, 2010; active = well fitted inhibition curve with a large enough effect in the signal ratio, with a control signal flat, not every such curve was filed as active; inconclusive = small, poorly fitted or top-dose-only effect, or effect the other way, or a change in a side signal; inactive = no such curve, though single readings can be large or run the other way; the % refers to the signal ratio; also: potency is read from the fitted curve at half-maximal effect; % is scaled to controls: 0 for no effect and ±100 for the full control effect
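His-tagged MBNL1 binding to biotinylated (CUG)12 RNA was measured by TR-FRET using terbium anti-His antibody (0.055 ng/ul final) and streptavidin-XL665 (5 nM final). Compounds were titrated 92 nM to 58 uM; 60 min at room temperature.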
FBPA coupling cs = qHTS Assay for Inhibitors of Fructose-1,6-bisphosphate Aldolase from Giardia Lamblia: Coupling assay counterscreen | coupling enzyme system counterscreen, AmpLite Red fluorescence | activity change, negative = inhibition, % at 58.2 µM, hits read low | 0.67% of 290,000 active | AID 2472, 2010; in the data active = activity change below about -30%; also: % is scaled to controls: 0 for no effect and ±100 for the full control effect
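Final compound at 57.5 uM, incubated 10 min at RT with coupling enzyme reagent (glyceraldehyde-3-phosphate), then 20 min with substrate and AmpLite Red detection. Fluorescence read at 525/598 nm; tests interference with the coupling assay, not aldolase inhibition.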
S-ASM inh = Inhibitors of Secretory Acid Sphingomyelinase (S-ASM): qHTS. Sphingomyelin phosphodiesterase (Homo sapiens), P17405. placental ASM, HMU-PC fluorogenic substrate, 60 min. Potency, µM (titrated, usually from 57.5 µM), inactives show at the highest dose activity change, negative = inhibition, most hits filed as inhibitors. 0.006% of 340,000 active. AID 504937, 2011; also: potency is read from the fitted curve at half-maximal effect
Target sequence (P17405 47-631 limits assumed): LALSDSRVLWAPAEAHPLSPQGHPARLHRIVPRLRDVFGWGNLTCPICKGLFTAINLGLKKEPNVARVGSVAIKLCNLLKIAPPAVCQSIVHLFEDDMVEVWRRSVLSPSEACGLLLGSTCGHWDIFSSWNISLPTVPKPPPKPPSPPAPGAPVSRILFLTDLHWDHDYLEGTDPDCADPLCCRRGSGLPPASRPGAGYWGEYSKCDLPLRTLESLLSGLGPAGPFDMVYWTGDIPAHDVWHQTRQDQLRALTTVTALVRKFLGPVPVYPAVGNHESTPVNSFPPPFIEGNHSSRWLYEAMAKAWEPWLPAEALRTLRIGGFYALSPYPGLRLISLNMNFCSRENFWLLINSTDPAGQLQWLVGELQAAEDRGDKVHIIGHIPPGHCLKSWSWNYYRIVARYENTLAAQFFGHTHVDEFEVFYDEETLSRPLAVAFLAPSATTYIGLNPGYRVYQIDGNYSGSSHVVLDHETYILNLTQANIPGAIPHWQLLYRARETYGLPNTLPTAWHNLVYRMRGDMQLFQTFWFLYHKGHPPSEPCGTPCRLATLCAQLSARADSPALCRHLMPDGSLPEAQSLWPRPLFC
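HMU-PC0 cleavage (9 uM final) by human placental ASM, 60 min at 37 °C following 10 min compound exposure at RT; stopped at pH 10, fluorescence Ex 386/Em 447 nm.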
hERG WT inh = qHTS for Inhibitors of KCHN2 3.1: Wildtype qHTS. U2OS, BacMam KCNH2, thallium flux FluxOr; active compounds read low. 0.37% of 340,000 active. activity change, % at 1.84 µM. Voltage-gated inwardly rectifying potassium channel KCNH2 (Homo sapiens), Q12809;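 active = maximum activity change below -70%; inconclusive = maximum activity change between -70% and -50%; inactive = maximum activity change above -50%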; also: % is scaled to controls: 0 for no effect and ±100 for the full control effect
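U2OS cells were transduced with wild-type KCNH2 virus (2.03 x 10^8 / mL) for 4 h at room temperature, then cultured overnight at 37 C. Thallium flux was read with FluxOr dye. Rate constants were normalized to DMSO controls.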
TRPV1 ag = HTS Assay for Compounds that Act as Agonists of the Vanilloid Receptor 1; activation, % at 8.33 µM; TRPV1-expressing cells, Fluo-8 calcium influx, agonist mode; Transient receptor potential cation channel subfamily V member 1 (Homo sapiens), Q8NER1; AID 540275, 2011; 0.19% of 320,000 active; in the data active = activation above about 80%; inconclusive = between about 30% and that limit; also: 0% is about no effect
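TRPV1-expressing cells were cultured overnight at 35.5C and loaded with Fluo-8 calcium dye for 40 to 90 min at room temperature. After a 10 s baseline, compound was added and calcium influx was read kinetically for 3 min (ex 480/em 520 nm).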
The depositor's hits bear a star; ? = inconclusive; . = no result given. Unless noted, calls follow the shape of the dose curve; as a rule, active = well fitted curve in the direction sought with a large enough effect; inconclusive = small, poorly fitted or top-dose-only effect, or another doubt; inactive = no such curve, though single readings can be large; an effect the other way counts as inactive or inconclusive. This is a random part of the collection. About 2% of those tested had a hit in this group.

SMILES	CXXC DNA block	a7 integrin act	GALK inhibitor	KCNH2 3.1 block	A-T KAP1 phos	MBNL1 CUG block	FBPA coupling cs	S-ASM inh	hERG WT inh	TRPV1 ag
O=C(CSc1nc2ncccc2[nH]1)NCc1ccccc1	9.9%	-16.9%	2.9%	8.9	16.9%	1.8%	-0.4	-0.5%	-8.9	2.5
CCOC(=O)N1CCN(C(=S)Nc2ccccc2C(C)C)CC1	5.8%	-12.6%	5.1%	4.6	-0.4%	-5.4%	0.3	0.2%	-9.6	-1.9
Cc1cc(NC(=NC2CC2)c2ccccc2)n(-c2ccccc2)n1	5.4%	-1.9%	0.6%	4.0	3.2%	-0.4%	0.2	-0.3%	10.6	0.7
COc1cc2c(cc1OC)C1=C(C#N)CCC(=NC(=O)c3ccco3)N1CC2	-1.3%	2.7%	-1.0%	17.7	0.8%	7.1%	5.0	4.2%	2.7	-0.1
COc1ccccc1-n1c(SCC(=O)N2CCOCC2)nc2ccccc2c1=O	-0.7%	-22.0%	4.9%	1.6	-20.5%	3.1%	-0.3	2.6%	-2.3	?
O=C(Nc1ccccc1)C1=C[C@H](c2ccccc2)C[C@H](OCc2ccc(CO)cc2)O1	14.7%	9.3%	0.0%	15.0	3.4%	5.3%	-0.6	-12.1%	-3.7	-1.1
O=C(N/N=C/c1ccncc1)c1cccs1	-2.1%	0.0%	-1.9%	?	-12.3%	?	1.8	2.5%	3.6	0.9
O=C(Nc1ccc(-n2cnnn2)cc1)c1cccc(S(=O)(=O)N2CCCC2)c1	.	-13.8%	.	-3.2	-22.5%	.	.	-1.2%	-2.0	?
CC1CCCN(C(=O)C2(NC(=O)Nc3cccc(F)c3)CCCCC2)C1 (configuration not stated)	-1.4%	0.3%	16.5%	7.6	-1.6%	-7.4%	2.3	-1.0%	-6.5	3.8
CCCc1cc(=O)[nH]c(SCC(=O)Nc2c(C)n(C)n(-c3ccccc3)c2=O)n1	.	4.4%	.	-9.2	-1.3%	.	.	0.7%	-6.6	.
Cc1ccc(N(CC(=O)Nc2cccc(Cl)c2C)S(C)(=O)=O)cc1	7.9%	29.2%	-3.0%	-13.5	3.8%	1.7%	1.9	-0.5%	-7.6	-4.0
O=C(CN1C(=O)c2cccc([N+](=O)[O-])c2C1=O)N1CCN(S(=O)(=O)c2ccccc2)CC1	.	18.1%	.	-5.4	-4.3%	.	.	-0.6%	-1.7	-1.3

A portion from further up:
SMILES	CXXC DNA block	a7 integrin act	GALK inhibitor	KCNH2 3.1 block	A-T KAP1 phos	MBNL1 CUG block	FBPA coupling cs	S-ASM inh	hERG WT inh	TRPV1 ag
O=C(CSc1nc2ncccc2[nH]1)NCc1ccccc1	9.9%	-16.9%	2.9%	8.9	16.9%	1.8%	-0.4	-0.5%	-8.9	2.5
CCOC(=O)N1CCN(C(=S)Nc2ccccc2C(C)C)CC1	5.8%	-12.6%	5.1%	4.6	-0.4%	-5.4%	0.3	0.2%	-9.6	-1.9
Cc1cc(NC(=NC2CC2)c2ccccc2)n(-c2ccccc2)n1	5.4%	-1.9%	0.6%	4.0	3.2%	-0.4%	0.2	-0.3%	10.6	0.7
COc1cc2c(cc1OC)C1=C(C#N)CCC(=NC(=O)c3ccco3)N1CC2	-1.3%	2.7%	-1.0%	17.7	0.8%	7.1%	5.0	4.2%	2.7	-0.1
COc1ccccc1-n1c(SCC(=O)N2CCOCC2)nc2ccccc2c1=O	-0.7%	-22.0%	4.9%	1.6	-20.5%	3.1%	-0.3	2.6%	-2.3	?
O=C(Nc1ccccc1)C1=C[C@H](c2ccccc2)C[C@H](OCc2ccc(CO)cc2)O1	14.7%	9.3%	0.0%	15.0	3.4%	5.3%	-0.6	-12.1%	-3.7	-1.1
O=C(N/N=C/c1ccncc1)c1cccs1	-2.1%	0.0%	-1.9%	?	-12.3%	?	1.8	2.5%	3.6	0.9
O=C(Nc1ccc(-n2cnnn2)cc1)c1cccc(S(=O)(=O)N2CCCC2)c1	.	-13.8%	.	-3.2	-22.5%	.	.	-1.2%	-2.0	?

Continuation:
SMILES	CXXC DNA block	a7 integrin act	GALK inhibitor	KCNH2 3.1 block	A-T KAP1 phos	MBNL1 CUG block	FBPA coupling cs	S-ASM inh	hERG WT inh	TRPV1 ag
O=C(c1ccc(C(F)(F)F)cc1)n1ccc(-c2cccs2)n1	-2.2%	21.3%	-2.8%	16.0	4.9%	-7.3%	-0.3	-3.3%	8.9	3.4
CCNc1nc(NCC)nc(OCCNS(=O)(=O)c2ccccc2)n1	1.9%	-1.3%	-0.6%	-5.8	-2.3%	-7.5%	1.2	4.5%	-1.1	-1.4
Cc1nn(CC(=O)Nc2ccc(S(=O)(=O)N(C)C)cc2)c(C)c1[N+](=O)[O-]	-5.6%	-4.7%	-1.1%	-12.4	5.8%	0.0%	-0.4	-2.0%	10.6	-1.6
O=C(c1cnn(-c2ccccc2)c1)c1ccc2ccccc2c1O	3.6%	-11.6%	-0.2%	-11.4	-0.9%	-1.0%	1.0	-3.2%	-11.3	2.4
CCOc1ccccc1/C=N/NC(=O)c1ccc(Cn2cc([N+](=O)[O-])cn2)o1	-3.6%	0.0%	0.8%	-0.6	3.2%	12.0%	-13.2	-0.2%	-2.6	-1.9
Cc1cc([N+](=O)[O-])nn1CCCC(=O)Nc1cccnc1Cl	8.9%	-1.9%	9.7%	-4.3	-2.4%	.	2.2	2.2%	8.4	-4.8
CCN1CCC(O)(C(C(=O)OC)c2ccccc2)CC1 (configuration not stated)	.	21.4%	.	0.0	.	.	.	-2.9%	-1.8	.
CCCNc1c(NS(=O)(=O)c2ccc3c(c2)CCCC3)c(=O)oc2ccccc12	11.7%	-23.8%	1.0%	-42.8	-23.6%	-1.9%	.	9.8%	19.5	?

Compound activity: PubChem, National Center for Advancing Translational Sciences (NCATS)
